L3MBTL1 inh = blocks human L3MBTL1; Potency, µM (top dose mostly 57.1 µM), for the others: at the highest dose activity, negative = inhibition, hits mostly inhibitors; hit rate 0.66% among 230,000; Q9Y468; AID 485360; AlphaScreen L3MBTL1–H3K9me1 peptide binding; active means well fitted inhibition curve with a large enough effect; inconclusive means small, poorly fitted or top-dose-only effect; inactive means no such curve, though single readings can be large or run the other way; further: nearly all actives have a fitted effect of over 60% in size
Target sequence (Q9Y468 whole entry, looked up): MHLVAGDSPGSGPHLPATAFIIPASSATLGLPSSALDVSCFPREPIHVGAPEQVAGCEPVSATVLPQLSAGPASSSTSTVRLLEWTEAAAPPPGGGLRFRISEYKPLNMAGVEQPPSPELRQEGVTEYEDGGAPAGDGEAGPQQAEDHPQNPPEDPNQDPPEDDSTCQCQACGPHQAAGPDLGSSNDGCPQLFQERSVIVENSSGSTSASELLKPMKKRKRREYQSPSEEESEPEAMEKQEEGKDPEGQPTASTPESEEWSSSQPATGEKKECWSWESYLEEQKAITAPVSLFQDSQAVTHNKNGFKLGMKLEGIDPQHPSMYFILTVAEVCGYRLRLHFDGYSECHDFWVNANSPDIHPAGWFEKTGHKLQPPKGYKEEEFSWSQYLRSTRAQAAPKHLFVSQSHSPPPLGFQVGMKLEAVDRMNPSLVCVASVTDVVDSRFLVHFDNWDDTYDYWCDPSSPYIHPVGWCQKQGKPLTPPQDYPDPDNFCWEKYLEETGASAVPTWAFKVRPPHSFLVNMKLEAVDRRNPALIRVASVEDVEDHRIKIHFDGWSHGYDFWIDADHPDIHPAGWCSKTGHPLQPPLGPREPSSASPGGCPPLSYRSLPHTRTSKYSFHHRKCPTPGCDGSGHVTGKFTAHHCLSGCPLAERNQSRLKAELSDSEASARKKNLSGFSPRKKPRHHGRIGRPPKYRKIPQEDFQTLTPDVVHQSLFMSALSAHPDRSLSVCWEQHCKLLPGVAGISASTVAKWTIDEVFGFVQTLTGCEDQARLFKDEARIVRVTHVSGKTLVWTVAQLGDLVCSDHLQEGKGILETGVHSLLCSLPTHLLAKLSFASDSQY
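AlphaScreen proximity signal between nickel-chelate acceptor and streptavidin donor beads (final 10 ug/mL) reports binding of 50 nM L3MBTL1 to 75 nM biotin-H3 K9me1 peptide; complex incubated with compounds 30 min at room temperature; cefsulodin titration as control.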
Starred values were filed as active, the others as inactive; ? = inconclusive; [ ] = another dose, or the depositor's remark. On the % scale 0 is the no-effect control and ±100 the full control effect; potency means the concentration at half of the fitted maximal effect. A portion of the library; rates above refer to the full screens.

Structure,L3MBTL1 inh
COc1ccccc1Nc1nc(-c2sc(N)nc2C)cs1,-8%
Clc1cc(NCc2ccccc2)ncn1,-2%
CSc1ccc(CN2CCCC(N3CCN(c4ccccc4)CC3)C2)cc1 (centres undefined),-5%
Cn1c2ccccc2c(=O)c2ccc(C#CC3(O)CCCCC3)cc21,29%
Nc1scc2c(C(=O)O)nn(-c3ccccc3)c(=O)c12,-12%
CC(C)[C@H](NC(=O)c1ccccc1Br)C(=O)OCc1nc2ccsc2c(=O)[nH]1,6%
Cc1cccc(N=[N+]([O-])c2cccc(C)n2)n1,8%
C#CCOCCOCCOCCNc1nc(N2CCN(C(=O)C([C@@H](C)O)n3cc([C@@H](N)CCCCN)nn3)CC2)nc(N2CCN(C(=O)[C@H](CCCCN)n3cc([C@@H](N)[C@H](C)CC)nn3)CC2)n1 (some centres undefined),-6%
CCOC(=O)CNC(=O)N1CCCC(C(=O)c2cc(C)c(OC)c(C)c2)C1 (centres undefined),0%
C=CCC[C@H](Cc1ccc(F)cc1)C(=O)OC[C@@H](Cc1c[nH]c2ccccc12)NC(=O)[C@H](CC=C)CC(=O)NCCO,-8%
O=C(Cc1ccccc1)Nc1ncccn1,-3%
O=C(OCc1cc([N+](=O)[O-])cc2c1OCOC2)c1cccnc1SC(F)F,-1%
CC(=O)c1ccc(OCC(=O)N2CCN(S(=O)(=O)c3ccc(Br)s3)CC2)cc1,-9%
COc1cc(NC(=O)COC(=O)c2ccc3ccccc3n2)cc(OC)c1,0%
O=C(COC(=O)c1ccco1)Nc1cc(S(=O)(=O)N2CCOCC2)ccc1Cl,-2%
CCC(C)Sc1ccc([C@@H]2[C@@H]3C(=O)N(CC)C(=O)[C@@H]3[C@]3(C(=O)OC)CCCCN23)cc1OC (some centres undefined),-5%
O=C(Nc1cccc(NC(=O)c2ccccc2)n1)c1ccccc1,-2%
COc1ccc(C2CC(c3ccc(Br)cc3)=NN2C(=O)CCC(=O)O)cc1OC (centres undefined),4%
O=C(Nc1ccc(N2CCCC2)cc1)c1cc(Cl)ccc1Cl,-11%
Cc1cccc(C(=O)OCC(=O)NC(=O)NCc2ccccc2)c1,-1%

Brought forward from above: 2 entries; new compounds follow.
Structure,L3MBTL1 inh
O=C(Nc1ccc(N2CCCC2)cc1)c1cc(Cl)ccc1Cl,-11%
Cc1cccc(C(=O)OCC(=O)NC(=O)NCc2ccccc2)c1,-1%
CCc1cc2c3c(c(=O)oc2cc1OCC(=O)OC)CCCC3,4%
CC(=O)c1cn(CC(=O)Nc2ccccc2C(F)(F)F)c2ccccc12,-1%
CC(=O)c1ccc(NC(=O)c2cc3ccccc3o2)cc1,-1%
CCOC(=O)[C@H]1[C@H]2COc3ccc(C)cc3[C@@H]2N2C(=O)CN(Cc3ccc(C)cc3)C(=O)[C@@]12C,-6%
CCOC(=O)C1CCN(C(=O)CN(c2ccc3c(c2)OCCO3)S(=O)(=O)c2ccccc2)CC1,-2%
CC(=O)c1ccc(NC(=O)CN2C(=O)NC(C)(C3CCCCC3)C2=O)cc1 (centres undefined),4%
COc1ccc(CCC(=O)N2CCN(S(=O)(=O)c3cccs3)CC2)cc1,-2%
CCN(C(=O)CSc1cccc[n+]1[O-])c1ccccc1,4%
OC(CN1CCOCC1)Cn1c2c(c3ccccc31)CCCC2 (centres undefined),-3%
C=CCn1c(SCC(=O)Nc2c(C)n(C)n(-c3ccccc3)c2=O)nc2ccccc2c1=O,12%
COc1ccc(C(C#N)(CC(=O)O)c2cnccn2)cc1OC (centres undefined),-1%
COc1ccc(C(=O)COC(=O)CN2C(=O)C3CC=CCC3C2=O)c(OC)c1 (centres undefined),-13%
Cc1cccc(CNc2ccc(S(=O)(=O)N3CCCCC3)cc2)c1,5%
Cc1ccc(S(=O)(=O)N(Cc2cccc(Cl)c2)C(=O)N2CCN(C)CC2)cc1,0%
O=C(Cc1ccc(Cl)cc1)NCCS(=O)(=O)N1CCN(c2ccccc2)CC1,1%
CCCCNc1c(-c2cccc(-c3ccc(OC)cc3)c2)nc2cc(C)ccn12,-11%
COc1cc(-c2noc(C)c2/C=C/c2cccc([N+](=O)[O-])c2)cc(OC)c1OC,-11%
CCOC(=O)c1c(C)[nH]c(NC(=O)NNC(=O)c2ccc(OC)cc2)c1C,-2%
CC(OC(=O)c1c(F)cccc1F)C(=O)NCCC1=CCCCC1 (centres undefined),8%
O=C(NNC(=O)c1ccc(-c2ccc([N+](=O)[O-])cc2)o1)c1ccncc1,-10%
CCC(C)c1ccc(S(=O)(=O)N2CCN(CC(O)CN3CCOCC3)CC2)cc1 (centres undefined),-2%
CCC1CCCCN1C(=O)COC(=O)c1ccc(Br)o1 (centres undefined),-1%
COc1cc(C(=O)NN2C(=O)NC3(CCC(C)CC3)C2=O)ccc1OC(F)F (centres undefined),-7%
Cc1c(C(=O)OCC(=O)NCC2CCCO2)oc2ccccc12 (centres undefined),3%
O=C(CCl)N1CCN(S(=O)(=O)Cc2ccccc2)CC1,3%
NCCCC[C@@H](C(=O)N1CCNCC1)n1cc(CN)nn1,12%
CCOC(=O)c1ccc(NC(=S)NCc2ccccc2)cc1,8%
O=C(NCCc1ccc(Cl)cc1)c1cccc(NC2=NC3CS(=O)(=O)CC3S2)c1 (centres undefined),-3%
Cc1ccc(NS(=O)(=O)c2ccc(C(=O)NCC(c3ccco3)N3CCCCC3)cc2)cc1 (centres undefined),-2%
O=C(NNC(=O)c1cc(-c2ccccc2Cl)nc2ccccc12)c1csc(N2CCOCC2)n1,5%
CCCNC(=O)c1ccccc1NC(=O)COc1cccc2c1OC(C)(C)C2,6%
O=C(CSc1ncccn1)Nc1ccc2c(c1)OCO2,-7%
CCN1C(=O)[C@@H]2[C@@H](c3ccc(-c4ccccc4)cc3)N3CCCC[C@@]3(C(=O)OC)[C@@H]2C1=O,1%
CC(C)N1CCc2c(sc(NC(=O)C3CCCCC3)c2C(N)=O)C1,2%
Cc1ccc(CNC(=O)[C@]2(C)CCC[C@@]3(C)C4CC[C@@]5(C)C[C@]4(CCC32)CC5=O)cc1 (some centres undefined),44%[activator]
COc1ccc(-c2c(-c3ccccc3OC)oc3ccccc23)cn1,35%[activator]
NS(=O)(=O)c1ccc(CCNC(=O)c2cc(-c3ccco3)nc3ccccc23)cc1,-5%
Cc1ccc(-c2csc3ncnc(NCCC(=O)O)c23)cc1C,5%
Cc1csc(=O)n1CC(=O)OCc1nnc(-c2ccc(Cl)cc2)o1,-4%
CCOC(=O)c1cccc(OC(=O)CCNC(=O)c2ccc(Cl)cc2)c1,3%

Next section, overlapping the part above by 4 compounds.
NS(=O)(=O)c1ccc(CCNC(=O)c2cc(-c3ccco3)nc3ccccc23)cc1
- L3MBTL1 inh: -5%

Cc1ccc(-c2csc3ncnc(NCCC(=O)O)c23)cc1C
- L3MBTL1 inh: 5%

Cc1csc(=O)n1CC(=O)OCc1nnc(-c2ccc(Cl)cc2)o1
- L3MBTL1 inh: -4%

CCOC(=O)c1cccc(OC(=O)CCNC(=O)c2ccc(Cl)cc2)c1
- L3MBTL1 inh: 3%

CC(NC(=O)COC(=O)c1ccc(CO)cc1)C1CC2CCC1C2 (centres undefined)
- L3MBTL1 inh: 3%

COc1ccc(Cl)cc1NC(=O)Cn1c(C)csc1=O
- L3MBTL1 inh: 0%

O=C(CCNC(=O)c1ccc(Cl)cc1)NC1CCCc2ccccc21 (centres undefined)
- L3MBTL1 inh: 5%

COc1ccc(NC(=O)N(C)C[C@H]2Oc3ccc(NC(=O)Nc4c(C)noc4C)cc3C(=O)N([C@H](C)CO)C[C@H]2C)cc1
- L3MBTL1 inh: 6%

COc1ccc(C)cc1NC(=O)CO/N=C(\N)CC(=O)NC1CCCCC1
- L3MBTL1 inh: 0%

N#Cc1ccccc1N1CCN(C(=O)c2ccc(NC(=O)c3ccc(Br)o3)cc2)CC1
- L3MBTL1 inh: ?

O=C(Nc1ccccc1C(=O)Nc1ccccn1)c1cccc([N+](=O)[O-])c1
- L3MBTL1 inh: -2%

COc1ccc(-n2sc3ccc(F)cc3c2=O)cc1
- L3MBTL1 inh: -1%

COc1ccccc1N1CCN(C(=O)c2cccc(S(=O)(=O)NCc3cccnc3)c2)CC1
- L3MBTL1 inh: 9%

O=C(/C=C/c1cccs1)NNC(=O)c1cccc([N+](=O)[O-])c1
- L3MBTL1 inh: -6%

CC(=O)OCCN(CCCn1c(-c2ccncc2)nc2ccccc21)c1nc(-c2ccc(C)cc2)cs1
- L3MBTL1 inh: 0%

COc1ccc(-n2c(-c3ccc(Br)cc3)n[nH]c2=S)cc1
- L3MBTL1 inh: 1%[2.29 µM]

CCOC(=O)C1=CC[C@]2(C)c3c(c4ccccc4n3C)C(=O)C1N2C
- L3MBTL1 inh: 4%

CC1CCc2ccccc2N1CC(=O)Nc1cccc(S(=O)(=O)N2CCCC2)c1 (centres undefined)
- L3MBTL1 inh: -11%

O=C(CCNC(=O)c1ccc(Br)cc1)Nc1ccc(S(=O)(=O)N2CCOCC2)cc1
- L3MBTL1 inh: -4%

CCOc1ccc(N(CC(=O)Nc2ccc(C)c(Cl)c2)S(C)(=O)=O)cc1
- L3MBTL1 inh: 0%

CC(=O)Nc1ccc(S(=O)(=O)N(C)CC(=O)OCC(=O)NNC(=O)c2ccccc2F)cc1
- L3MBTL1 inh: 4%

CCCCNc1c(-c2ccc(-c3cccc(Cl)c3)cc2)nc2ccc(Cl)cn12
- L3MBTL1 inh: -3%

Cc1cccc(NC(=S)N2CCN(c3ccccn3)CC2)c1
- L3MBTL1 inh: -3%

O=C(CCC(=O)c1ccccc1)NC1CCCN(Cc2ccccc2F)C1 (centres undefined)
- L3MBTL1 inh: 3%

O=C(NCc1ccco1)c1cccc2c1C(=O)c1ccc(/C=C/c3ccccc3)cc1S2(=O)=O
- L3MBTL1 inh: ?

CCOC(=O)c1ccccc1N=Cc1c(O)c2ccccc2oc1=O
- L3MBTL1 inh: 5%

Cn1c(SCc2ccccc2Cl)nc2c1c(=O)[nH]c(=O)n2C
- L3MBTL1 inh: 6%

Cc1ccc(S(=O)(=O)Nc2c(C)nn(C)c2C)c(C)c1
- L3MBTL1 inh: -2%

CN(C(=O)C1CCCCC1)C1(C)CCS(=O)(=O)C1 (centres undefined)
- L3MBTL1 inh: 4%

O=C(NNC(=O)c1cc2ccccc2[nH]1)OCc1ccccc1
- L3MBTL1 inh: 12%

O=C(c1ccc(N2CCCC2=O)cc1)N1CCN(c2ccccc2Cl)CC1
- L3MBTL1 inh: -2%

Cc1cc(C(=O)NCc2ccco2)sc1C
- L3MBTL1 inh: -4%

CCN(CC(=O)NCc1ccc(F)cc1)CC(=O)Nc1cc(S(=O)(=O)N(C)C)ccc1C
- L3MBTL1 inh: -4%

CCN(C(=O)COC(=O)CSc1cc(C)c2ccccc2n1)c1ccccc1
- L3MBTL1 inh: 11%

Part of the list above, with the structure last:
L3MBTL1 inh,canonical_smiles
-3%,Cc1cccc(NC(=S)N2CCN(c3ccccn3)CC2)c1
-4%,CCN(CC(=O)NCc1ccc(F)cc1)CC(=O)Nc1cc(S(=O)(=O)N(C)C)ccc1C
2%,CC(C)N1CCc2c(sc(NC(=O)C3CCCCC3)c2C(N)=O)C1

Other results:
CCOC(=O)[C@H]1[C@H]2COc3ccc(C)cc3[C@@H]2N2C(=O)CN(Cc3ccco3)C(=O)[C@@]12C
- L3MBTL1 inh: -11%

Nn1c(COc2ccccc2F)nnc1SCC(=O)NC1CCCCC1
- L3MBTL1 inh: 6%

CCN(CC)C(=O)[C@H]1C[C@H](CC(=O)NC/C=C(\C)CCC=C(C)C)C(=O)N2CCc3c([nH]c4cc(-c5ccco5)ccc34)[C@]12C
- L3MBTL1 inh: -26%

O=S(=O)(Nc1cccc2ncccc12)c1cccc(C(F)(F)F)c1
- L3MBTL1 inh: 0%

CC(=O)Nc1ccc(NS(=O)(=O)c2ccc3c(c2)n(C)c(=O)n3C)cc1
- L3MBTL1 inh: 5%

O=C(NCC(c1ccco1)N1CCOCC1)c1ccc(F)c(F)c1 (centres undefined)
- L3MBTL1 inh: 10%

COc1ccc(NC(=O)CN(C)C(=O)/C=C/c2cn(-c3ccccc3)nc2-c2ccc(C)cc2)cc1
- L3MBTL1 inh: -11%

CCOC(=O)c1nn(-c2ccc(C)cc2)c(=O)cc1OCC(=O)Nc1ccc(OC)cc1
- L3MBTL1 inh: -5%

CC(C)C(NC(=O)c1ccco1)C(=O)OCC(=O)NCCc1ccccc1 (centres undefined)
- L3MBTL1 inh: 5%

CC1CCC(NC(=O)COC(=O)C2=NN(c3ccccc3)C(=O)CC2)CC1 (centres undefined)
- L3MBTL1 inh: 1%

O=C(CN1C(=O)NC2(CCCCC2)C1=O)N1CCN(S(=O)(=O)/C=C/c2ccccc2)CC1
- L3MBTL1 inh: -1%

O=C(COC(=O)c1cc(=O)c2ccccc2o1)NCc1ccccc1
- L3MBTL1 inh: -3%

O=C(CSc1nnnn1C1CC1)Nc1cc(S(=O)(=O)N2CCCC2)ccc1Cl
- L3MBTL1 inh: -2%

Cc1ccc(C)c(NC(=O)COC(=O)c2cc3ccccc3oc2=O)c1
- L3MBTL1 inh: -1%

O=S(=O)(NCC1CCCO1)c1ccc(Cl)cc1 (centres undefined)
- L3MBTL1 inh: 0%

O=C(O)c1cc(NS(=O)(=O)c2cccs2)cc(NS(=O)(=O)c2cccs2)c1
- L3MBTL1 inh: 0%

COc1cc(-c2noc(C)c2C#CC2(O)CCCCC2)cc(OC)c1OC
- L3MBTL1 inh: -1%

O=C(COC(=O)[C@@H]1CCCN1C(=O)c1cccs1)Nc1cccc([N+](=O)[O-])c1
- L3MBTL1 inh: 0%

O=C(COC(=O)c1nn(-c2ccccc2C(F)(F)F)cc1O)c1ccc(OC(F)F)cc1
- L3MBTL1 inh: 9%

Cc1ccc(NC(=O)CNc2cccc(S(=O)(=O)N3CCCC3)c2)cc1F
- L3MBTL1 inh: 1%

Cc1cc(NC(=O)CSc2cc(C)c3ccccc3n2)no1
- L3MBTL1 inh: 11%

C[C@@H]([C@@H](O)c1ccccc1)N(C)C(=O)C(N)Cc1ccccc1 (some centres undefined)
- L3MBTL1 inh: 2%

CN=C(C[N+](=O)[O-])NCCSCc1ccc(CN(C)C)o1
- L3MBTL1 inh: -3%

Screening data as filed in PubChem.
